Source: PubChem (Sanford-Burnham Center for Chemical Genomics)
SENP6 block: SENP6 protease inhibitors, primary screen, biochemical, luminescence, uHTS; Sentrin-specific protease 6 (Homo sapiens), Q9GZR1; Recombinant SENP6 catalytic domain, aminoluciferin luminescence; inhibition, % at 10 µM; 330,000 tested, 1.8% active; AID 2599, 2010;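 active = inhibition above about 50% at the single tested dose, limit read from the data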;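 note: plate controls were DMSO wells with enzyme for no effect and DMSO wells lacking enzyme for full effect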
ATG4B inh: ATG4B protease inhibitors, primary screen, biochemical, fluorescence, uHTS; Cysteine protease ATG4B (Homo sapiens), Q9Y4P1; ATG4B cleavage of LC3-PLA2, NBD-HPC fluorescence, 1 h; inhibition, % at 8.33 µM; 340,000 tested, 0.51% active; AID 504462, 2011; in the data active = inhibition above about 40%
Target sequence (Q9Y4P1 whole entry, looked up): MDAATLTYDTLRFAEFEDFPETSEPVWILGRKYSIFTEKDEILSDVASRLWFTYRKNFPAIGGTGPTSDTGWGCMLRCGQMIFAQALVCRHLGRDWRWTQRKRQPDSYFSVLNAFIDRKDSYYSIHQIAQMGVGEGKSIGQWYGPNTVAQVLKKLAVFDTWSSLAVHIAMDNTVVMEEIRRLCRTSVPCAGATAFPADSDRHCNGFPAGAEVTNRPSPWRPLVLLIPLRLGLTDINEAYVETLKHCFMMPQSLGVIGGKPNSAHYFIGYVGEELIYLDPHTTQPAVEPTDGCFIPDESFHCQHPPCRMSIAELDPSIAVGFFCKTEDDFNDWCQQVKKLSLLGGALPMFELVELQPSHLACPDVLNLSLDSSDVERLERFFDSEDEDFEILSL
MPTP inh: mitochondrial permeability transition pore inhibitors, primary screen, biochemical, isolated mouse mitochondria, absorbance. Ca2+ swelling absorbance, 30 min. inhibition, % at 10 µM. 360,000 tested, 1.4% active. AID 602449, 2012;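 active = inhibition of 50% or more, scaled per plate between neutral and stimulator controls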;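 note: 0% = DMSO wells given calcium and 100% = 1 mM EGTA wells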
SENP1 inh: human SENP1 catalytic domain inhibitors, primary screen, biochemical, FRET, uHTS. Sentrin-specific protease 1 (Homo sapiens), Q9P0U3. recombinant SENP1 catalytic domain, CyPet-SUMO1-YPet FRET cleavage. inhibition, % at 10 µM. 360,000 tested, 0.21% active;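 active = inhibition at least 30% at 10 µM, raw YFP signal under a set limit, fluorescence ratio 0.5 to 1.5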;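 note: 0% = enzyme with DMSO and 100% = no enzyme wells; some results filed as inactive read as strong as hits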
Target sequence (Q9P0U3 419-644 limits assumed): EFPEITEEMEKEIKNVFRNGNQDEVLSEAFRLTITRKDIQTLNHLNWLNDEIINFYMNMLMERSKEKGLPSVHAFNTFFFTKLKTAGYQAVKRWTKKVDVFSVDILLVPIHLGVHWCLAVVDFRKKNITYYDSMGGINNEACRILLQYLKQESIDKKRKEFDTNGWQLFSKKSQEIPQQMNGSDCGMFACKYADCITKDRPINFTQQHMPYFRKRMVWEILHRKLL
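system = hSENP1 catalytic domain, recombinant | reagent = SFCypet-SUMO1-SFYpet substrate at 25 nM | doses = one dose per compound, 10 µM, 0.5% DMSO | incubation = enzyme reaction for 50 min at room temperature, dark | measured by = FRET, CFP and YFP emission | controls = no-enzyme low, enzyme-DMSO high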
SENP8 block: human SENP8 protease inhibitors, primary screen, biochemical, fluorescence, Nedd8 protein substrate, uHTS. recombinant SENP8. AID 602440, 2012. Sentrin-specific protease 8 (Homo sapiens), Q96LD8. 360,000 tested, 0.64% active. inhibition, % at 20 µM; in the data active = inhibition mostly above about 40%, no sharp cut-off; inactive = mostly below about 27%
Target sequence (Q96LD8 whole entry, looked up): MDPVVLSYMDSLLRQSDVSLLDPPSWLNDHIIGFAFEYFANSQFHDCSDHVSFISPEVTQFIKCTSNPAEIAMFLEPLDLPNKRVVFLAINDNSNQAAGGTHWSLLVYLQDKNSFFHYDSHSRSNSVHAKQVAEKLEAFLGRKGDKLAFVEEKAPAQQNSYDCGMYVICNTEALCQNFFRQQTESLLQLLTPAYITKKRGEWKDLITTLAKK
PfG6PD inh: PfG6PD enzyme inhibitors, primary screen, biochemical, fluorescence intensity, uHTS; AID 504690, 2011; inhibition, % at 20 µM; PfGluPho enzyme, NADPH resazurin-diaphorase fluorescence; 350,000 tested, 0.78% active; glucose-6-phosphate dehydrogenase-6-phosphogluconolactonase (Plasmodium falciparum 3D7);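 active = inhibition reaching at least a set limit at 20 µM in the primary screen, cut at about 59% in these data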;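 note: 0% = DMSO wells with substrate and 100% = DMSO wells lacking glucose-6-phosphate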
hIAP act: human IAP activators, primary screen, biochemical, luminescence, uHTS; purified human IAP, CDP-Star luminescence, 30 min; stronger effect = higher value; 1 = vehicle-only enzyme, 0 = enzyme-free background; activation factor at 10 µM; 330,000 tested, 0.16% active; AID 2524, 2010;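 active = activation factor of the enzyme at least 2-fold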; note: the source names both 10 and 20 µM as test concentration; values of inactives mirror those of a sister screen read the other way
GRIN3A LBD mod: binders of NR3A ligand-binding domain, primary screen, biophysical, differential scanning fluorimetry, uHTS | NR3A LBD differential scanning fluorimetry, Tm shift; 0% = protein alone, 100% = glycine-bound protein | 340,000 tested, 2.5% active | Tm shift relative to glycine control, % at 25 µM | Glutamate receptor ionotropic, NMDA 3A (GRIN3A) ligand-binding domain;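 active = melting temperature shift of at least 10% of the positive control shift, at one fixed dose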
* = called active by the depositor; / = not tested or not shown.

SMILES	SENP6 block	ATG4B inh	MPTP inh	SENP1 inh	SENP8 block	PfG6PD inh	hIAP act	GRIN3A LBD mod
CC(C(=O)Nc1ccccc1F)N1CCN(S(=O)(=O)c2ccc(C(F)(F)F)cc2)CC1 (configuration not stated)	-13	-9	0.2	-1	8	20	1.1	0
Cc1ccc(-c2nc(SCC(=O)NCC3CCCO3)c(-c3ccccc3)[nH]2)cc1 (configuration not stated)	-8	4	0.9	2	-192	35	1.1	0
Cc1ccc(OCC(=O)NCc2ccccn2)cc1	-27	-7	-5.4	2	19	-24	0.98	-2
Cc1cc(NC(=O)CSc2nc(CC(C)(C)C)nc3c2c(=O)n(C)c(=O)n3C)no1	-13	6	1.3	1	13	-6	0.84	-3
CCN(CC)CCCN(C(=O)c1ccccc1F)c1nc(-c2ccc(OC)cc2)cs1	-8	2	0.4	-2	17	11	1.1	-1
C[C@H](NC(=O)c1nc[nH]c1C(=O)N1CCN(c2ccccc2)CC1)c1ccccc1	-14	-8	-0.3	0	-4	5	1.3	2
O=C(O)c1ccccc1-c1ccccc1C(=O)NCc1ccco1	2	-7	-0.9	0	11	0	1.1	1
Cc1ccc(S(=O)(=O)N(C)CC(=O)N2CC(C)OC(C)C2)cc1 (configuration not stated)	-7	-2	-1.1	1	1	0	0.97	1
CCOc1ccc(NC(=O)CCC(=O)N/N=C/c2ccc([N+](=O)[O-])s2)cc1	28	9	-0.8	-4	25	-13	0.93	7
NC(=O)C1(N2CCCCC2)CCN(C(=S)Nc2ccc(F)c(Cl)c2)CC1	12	-6	-1.2	15	2	7	1	1
CCCCN(C(=O)c1cc2c(s1)CCCCC2)c1c(N)n(CCC)c(=O)[nH]c1=O	9	-9	0.6	0	-3	6	1.2	-1
COc1cc(-c2nn3c(C4CCCCC4)nnc3s2)cc(OC)c1OC	-29	0	-6.1	0	-95	15	0.97	-3
Cc1ccc(Oc2cnc3ccccc3n2)cc1	-4	4	1.0	0	-1	-5	1	-1
COc1ccccc1C(=O)OCc1c(-c2ccccc2)ncc2ccccc12	-19	15	0.0	1	10	2	1.2	-4
CCC(C)Nc1nc(-c2ccccn2)nc2ccccc12 (configuration not stated)	-22	-2	0.2	2	-15	3	1.4	-4
COc1ccc2cc(C(=O)NCc3ccccc3)[nH]c2c1	9	0	1.3	-24	-58	15	0.86	0
Cn1c(Sc2nc3ccccc3n2C)nc2ccccc21	6	-4	0.0	0	19	8	1	-2
COc1ccccc1C1CCN(Cc2ccc(Cl)cc2Cl)CC1	-15	-2	-0.5	0	14	15	1.1	4
Cn1c(=O)cc(OCC(=O)NCc2ccccn2)c2ccccc21	7	-9	2.0	3	10	1	1.1	4
COc1ccsc1NC(=O)OCc1ccc(Cl)cc1	50*	3	0.3	-5	2	7	1	3
O=C(NCc1ccco1)C1CCCN1C(=O)Nc1ccc(Br)cc1 (configuration not stated)	10	-2	-1.6	3	10	14	0.97	-1
CC(=O)NC1(C(Cl)(Cl)Cl)Oc2ccccc2O1	-5	13	-0.1	0	22	1	0.87	-3
CCN(C(=O)CSc1ccc2ccccc2n1)C1CCCCC1	-11	-1	-1.1	3	5	3	1.2	0
CN1CCN(C2=C(Cl)C(=O)c3ccccc3C2=O)CC1	/	73*	-0.5	1	73*	107*	/	2
CCn1c(C)nc2cc(C(=O)NNS(=O)(=O)c3ccc(C)cc3C)ccc21	-2	-8	-1.3	0	7	-6	0.84	-1
CSCCC(NS(=O)(=O)/C=C/c1ccccc1)C(=O)O (configuration not stated)	-6	0	0.3	0	11	-11	1	-1
C[C@H]1C(=O)N(C)CCN1Cc1cn(C)nc1-c1ccc(Oc2ccccc2)cc1	-8	-9	-2.1	0	6	-11	1.2	-1
COc1cccc(C2CCCCN(C)C2=O)c1 (configuration not stated)	-13	0	1.0	0	21	10	1.1	0
COc1ccc(C(=O)O/N=C(\N)c2ccc(Br)cc2)cc1	26	2	0.6	4	14	6	0.86	20*
CN(CCO)S(=O)(=O)c1ccc2c(c1)C(=O)c1cc(S(=O)(=O)N(C)CCO)ccc1-2	-16	-4	-0.8	2	12	6	0.91	0
O=S(=O)(Nc1nc2ccccc2nc1Cl)c1ccc(Br)cc1	-47	0	13	-20	-226	-30	1.1	-4
Cc1ccc(C(=O)NC(=S)Nc2c(C)ccc3nsnc23)cc1	-9	6	-1.5	2	4	-6	0.98	11*
CN(Cc1ccccc1)S(=O)(=O)c1ccc(OCC(=O)NCc2cccnc2)cc1	-13	6	1.0	2	14	-10	0.98	-1
COc1ccc(CC(=O)Nc2cccc(SC)c2)cc1	-14	2	1.0	1	23	7	0.82	16*
COc1cccc(CNS(=O)(=O)c2c(C(=O)N3CCCCC3)c(C)n(C)c2C)c1	8	3	-1.5	0	12	-6	0.87	-1
CCOC(=O)CCN(C(=S)Nc1ccccc1)C1CCCCC1	/	-6	-0.1	1	-2	-1	/	2
O=C(CCN1C(=O)/C(=C/c2ccccc2)SC1=S)Nc1ccccn1	-13	20	-1.9	2	30	-7	1.2	1
Cc1ccc2nsnc2c1S(=O)(=O)N1CCOCC1	-6	1	-1.0	0	18	-16	1	0
CCOC(=O)N1CCN(c2c(-c3ccc(C(C)C)cc3)c(=O)c2=O)CC1	5	-3	0.1	1	18	-24	0.86	-1
O=C(Nc1cc(Cl)ccc1-n1cncn1)c1cc(F)c(F)c(F)c1F	-7	3	-0.6	-1	-19	13	1	4
CN(c1cccc(NC(=O)c2ccccc2N(C)S(=O)(=O)c2ccccc2)c1)S(C)(=O)=O	1	-7	2.1	0	7	-3	1.1	1
CCOCCn1c(=NC(=O)CSCC(=O)Nc2cc(C)on2)sc2cc(OC)ccc21	-21	-7	-2.0	-2	-318	12	1.2	2
O=C(N/C(=C/c1ccc([N+](=O)[O-])cc1)C(=O)N1CCOCC1)c1ccco1	8	-6	-0.9	2	-6	5	0.85	3
Nc1c(Cl)cc(-c2csc(N3CCCC3c3nc4cc(Cl)c(Cl)cc4n3CCOCCO)n2)cc1Cl (configuration not stated)	/	-23	-0.5	-7	-18	20	/	-3
Cc1cc(N(C)C)ccc1N=Nc1ccc2ncccc2c1	92*	-1	2.7	8	24	6	0.6	-5
CC1(C)CC(=O)C2=C(C1)N(Cc1ccc(F)cc1)C(=O)C2(NC(=O)c1cccnc1)C(F)(F)F (configuration not stated)	3	-12	0.5	0	13	-11	0.92	1
O=C(Cn1cncn1)NCc1cccc2ccccc12	-25	-12	1.4	2	18	14	0.98	-1
CC(/C=C1\SC(=S)N(CCC(=O)Nc2nc(C)cs2)C1=O)=C\c1ccccc1	-19	21	4.1	-12	31	6	0.78	-2
Cc1ccc(Cn2c(SCC(=O)Nc3cc(C)on3)nc3ccccc3c2=O)cc1	4	-10	-0.1	0	8	7	0.96	-10
O=C(/C=C/c1ccccc1)N/C(=C\c1ccco1)C(=O)NCCO	-12	2	2.1	6	7	11	1	1
COc1ccc(C(=O)Nc2nncs2)cc1S(=O)(=O)N1CC(c2ccccc2)CC1=O (configuration not stated)	-6	-8	-1.1	0	5	-11	1.1	0
CS(=O)(=O)N1Cc2ccccc2CC1C(=O)O (configuration not stated)	36	-1	-0.1	-15	4	5	1.1	0
Cc1[nH]c2ccccc2c1Cc1nnc(SCC(=O)NCc2ccco2)o1	0	-2	-3.4	-31	3	16	0.88	-2
CCOc1ccc(CC(=O)Nc2nccs2)cc1OCC	23	-13	-2.7	-17	-36	7	1.1	2
Cc1nn(C)c(C)c1S(=O)(=O)NCCc1ccc(Cl)cc1	7	1	-3.8	1	9	-12	0.94	-3
CN=C(c1ccc([N+](=O)[O-])cc1)N1CCCCC1	-13	-4	0.5	-1	7	-18	0.98	1
Cc1cccc(N2CCN(C(=O)c3ccc(NS(=O)(=O)c4ccc5[nH]c(=O)[nH]c5c4)cc3)CC2)c1C	-17	-8	0.2	2	8	-3	1.2	-6
CCOC(=O)CNC(=O)CSc1nnc(-c2cccc(C)c2)n1-c1ccc(OC)cc1	-6	-5	-2.5	0	23	1	1.2	7
C[C@H](CO)N1C[C@H](C)[C@@H](CN(C)C(=O)c2ccc(F)cc2)Oc2cc(Br)ccc2S1(=O)=O	/	/	-1.0	-3	8	0	/	/
CCCCNC(=O)c1c(O)c2cccc3c2n(c1=O)CCC3	-15	-1	3.2	-1	-54	-18	1	2

New compounds follow
SMILES	SENP6 block	ATG4B inh	MPTP inh	SENP1 inh	SENP8 block	PfG6PD inh	hIAP act	GRIN3A LBD mod
O=C(CNC(=O)c1cccs1)OCC(=O)c1ccc2ccccc2c1	-5	-23	-0.2	1	-28	1	1.2	1
Cc1cccc(Oc2ccc(C(=O)NC3CCSC3=O)cn2)c1C (configuration not stated)	-3	-3	2.9	3	21	-6	1.1	3
O=C(O)CC1(CC(=O)Nc2ccc3c(c2)C(=O)OC3)CCCCC1	-8	-15	1.0	1	10	-1	0.9	1
O=c1[nH]cccc1-c1nc2cc(Cl)ccc2n1Cc1ccccc1	-3	-12	0.2	0	-291	6	0.99	2
Cc1nc(Sc2ccccc2)c(C#N)c(C)c1[N+](=O)[O-]	-47	-2	1.0	0	18	0	0.94	2
CCOC(=O)[C@H]1[C@H]2COc3cc(OC)ccc3[C@@H]2N2C(=O)c3cc(OC)ccc3NC(=O)[C@@]12C	1	-4	-0.5	3	-30	1	0.76	1
CCN(CC(=O)Nc1c(F)cccc1F)C(=O)c1ccc(C#N)cc1	-22	-2	-0.9	0	16	3	1.1	1
Cc1cccc(/C=C2/C(=O)/C(=C/c3ccccc3C)C3CCC2N3C)c1 (configuration not stated)	-6	0	7.1	2	33	14	1	0
CCN(CC)c1ccc(/C=N/NC(=O)OC(C)(C)C)cc1	-6	-4	8.4	-1	-405	2	0.97	1
COc1ccc(CN2C(=O)C3C4C=CC(C4)C3C2=O)cc1 (configuration not stated)	-9	4	-1.4	1	13	-13	0.91	0
Cc1cc(NC(=O)Cc2ccccc2)ccc1NC(=O)c1cccs1	1	-6	-2.4	2	21	-16	1.1	0
Cn1c(=O)oc2cc(S(=O)(=O)NCC3CCCO3)ccc21 (configuration not stated)	8	-4	-0.1	30	9	-20	0.95	0
CC(=O)N1CCN(c2ccccc2NC(=O)Cc2ccc(Cl)cc2)CC1	-4	4	2.5	-1	11	-8	1.2	-2
CCc1c(C)nc2ncnn2c1N1CCCC(C(=O)Nc2cc(F)ccc2C)C1 (configuration not stated)	-3	-2	-1.8	1	7	10	1.1	-3
C=C1CCN([C@@H](C)C(=O)NCc2cc(OC)c(OC)c(OC)c2)S(=O)(=O)c2ccccc21	1	-5	-1.0	1	14	-14	1.1	-1
Cc1cc(N2C(=O)CCC2=O)ccc1NC(=O)c1cccs1	-6	-3	-0.7	1	1	5	0.88	1
